From PubChem BioAssay
CDK5 p35 inh: inhibitors of human CDK5/p35 kinase, primary screen, biochemical, single concentration; Cyclin-dependent kinase 5 (Homo sapiens) + Cyclin-dependent kinase 5 activator 1 (Homo …; Recombinant CDK5/p35, ADP-Glo luminescence, 60 min; inhibition, % at 10 µM; 330,000 compounds, 0.01% hits;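 active means highest replicate inhibition of at least 50% and at least 75% of replicates reaching 50%; inconclusive means only one of the two criteria met; inactive means both criteria failed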;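 further: plate controls were DMSO neutral control for no effect and GW8510 at 10 µM for full effect; many of its hits are not listed in these tables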
MITF TRPM1 HTS: activators of MITF-driven TRPM1 promoter reporter, primary screen, cell-based, SK-MEL-5, luciferase, single point; SK-MEL-5 TRPM1-promoter luciferase, 24 h; % of positive control, neutral wells = 0; 300,000 compounds, 0.75% hits; activation, % at 12.5 µM; AID 588334, 2011;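 active means mean activation of at least 80% with every replicate also reaching 80%; inconclusive means mean reaches 80% but some replicate falls short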;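 further: 0% = neutral control wells and 100% = parthenolide positive control wells; values of inactives mirror those of a sister screen read the other way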
CAL PDZ FP-1: untagged CAL PDZ binding inhibitors, primary screen, biochemical, fluorescence polarization, HTS | Golgi-associated PDZ and coiled-coil motif-containing protein (Homo sapiens), Q9HD26 | purified CAL PDZ, TMR-peptide fluorescence polarization, 1 h | inhibition, % at 24.9 µM | 300,000 compounds, 0.92% hits | AID 602252, 2012;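 active means mean inhibition of at least 30% with at least half of replicates also reaching 30%; inconclusive means no clear call, values can overlap the other calls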;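 further: 0% = DMSO neutral control and 100% = excess unlabeled competitor peptide PRC23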
dFosB act: activators of delta FosB homodimer, primary screen, biochemical, fluorescence polarization, TAMRA-CDK5 oligo, single point; activation, % at 25 µM; 340,000 compounds, 0.99% hits; Protein FosB (Mus musculus), P13346; purified delta FosB; percent of positive-control signal above neutral wells;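 active means mean activation above about 17%, with every replicate also reaching it, limit read from the data, passing the limit was not always enough; inconclusive means only one of the two conditions met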;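 further: fluorescence polarization rise as delta FosB binds a TAMRA Cdk5 AP-1 oligo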
Target sequence (P13346 whole entry, looked up): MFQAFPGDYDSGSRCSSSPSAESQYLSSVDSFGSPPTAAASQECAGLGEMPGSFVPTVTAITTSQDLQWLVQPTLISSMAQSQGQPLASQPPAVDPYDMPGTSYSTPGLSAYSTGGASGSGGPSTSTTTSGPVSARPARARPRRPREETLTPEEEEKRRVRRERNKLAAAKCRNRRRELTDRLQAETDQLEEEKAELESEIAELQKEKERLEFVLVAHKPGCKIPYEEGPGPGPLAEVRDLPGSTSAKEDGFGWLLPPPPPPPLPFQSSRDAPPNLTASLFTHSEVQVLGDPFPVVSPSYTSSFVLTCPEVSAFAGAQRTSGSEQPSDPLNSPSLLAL
Wnt bcat act: Wnt/beta-catenin pathway activators, primary screen, cell-based, plate reader, single point | Wnt/beta-catenin reporter cell assay, activator | activation, % at 9.35 µM | 300,000 compounds, 1.2% hits; in the data active means activation above about 30%, passing the limit was not always enough; inconclusive means no clear call, values can overlap the other calls;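 further: 0% = neutral control wells and 100% = positive control wells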
CAL PDZ FP-2: CAL PDZ peptide-binding inhibitors, primary screen, biochemical, fluorescence polarization, Cer-tagged CAL PDZ, HTS; Golgi-associated PDZ and coiled-coil motif-containing protein (Homo sapiens), Q9HD26; purified CAL PDZ, TMR-peptide fluorescence polarization, 1 h; inhibition, % at 20 µM; 330,000 compounds, 0.02% hits; AID 504414, 2011;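 active means highest replicate inhibition of at least 40%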;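 further: plate controls were DMSO neutral control wells for no effect and unlabeled competitor peptide control wells for full effect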
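Test system: purified CerCALP PDZ construct; Compound dosing: one concentration, 20 µM compound; Also added: TMR-labelled reporter peptide T*-PRC34 bound in PDZ groove; Read-out: inhibition from polarization loss; Controls: unlabelled peptide and DMSO controls; Signal: FP readout, S and P plane fluorescence; Incubation: 1 h at RT.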
Rtt109 Vps75: inhibitors of C. albicans Rtt109/Vps75 HAT, primary screen, biochemical, ThioGlo CoA-SH fluorescence, plate reader; Histone acetyltransferase RTT109 (Candida albicans (strain SC5314 / ATCC MYA-2876)), …; purified Rtt109/Vps75, 4 h; inhibition, % at 34.9 µM; 330,000 compounds, 0.16% hits; AID 540336, 2011;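 active means inhibition of at least 50% in every replicate; inconclusive means best replicate reaches 50% inhibition but some replicates fall short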
Target sequence (Q5AAJ8 whole entry, looked up): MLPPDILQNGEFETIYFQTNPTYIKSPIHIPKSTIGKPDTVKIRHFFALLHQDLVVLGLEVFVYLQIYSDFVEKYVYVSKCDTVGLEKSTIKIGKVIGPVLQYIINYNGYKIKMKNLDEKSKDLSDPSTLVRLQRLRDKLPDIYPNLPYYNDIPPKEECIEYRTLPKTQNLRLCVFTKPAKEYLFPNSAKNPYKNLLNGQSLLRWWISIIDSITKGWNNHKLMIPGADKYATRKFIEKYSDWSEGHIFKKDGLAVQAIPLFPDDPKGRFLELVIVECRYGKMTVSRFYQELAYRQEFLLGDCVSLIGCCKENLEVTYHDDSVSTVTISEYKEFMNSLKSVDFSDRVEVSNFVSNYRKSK
Tat export inh: E. coli Tat export inhibitors, primary screen, MC4100, TorA-mCherry reporter, fluorescence, single point; inhibition, % at 10 µM; 340,000 compounds, 0.036% hits; AID 488895, 2010;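 active means mean replicate inhibition at least 50% and at least half of replicates individually reaching 50%; inconclusive means only one of the two criteria met; inactive means neither criterion met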;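 further: exported cargo escapes ClpAP degradation while cytoplasmic cargo is degraded and loses fluorescence; 0% = median of neutral control wells and 100% = median of NaSCN control wells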
V-ATPase pH: regulators of yeast V-ATPase proton pumping, primary screen, pHLuorin cytosolic pH fluorescence; response, % at 10 µM; 350,000 compounds, 0.37% hits; S. cerevisiae; AID 504577, 2011; in the data active means response mostly above about 7.3%, no sharp cut-off; inactive means mostly below about 5.4%; further: actives read high; inactives centre near 0; some compounds called inactive have numbers as strong as hits
cardiac RTF act: cardiac RTF calcium sensitivity activators, primary screen, biochemical, IANBD-TnC fluorescence, EC20 calcium; Troponin I, cardiac muscle (Homo sapiens) + Troponin T, cardiac muscle (Homo sapiens) + …; IANBD-labeled TnC RTF fluorescence at EC20 calcium; 0% EC20 calcium, 100% full calcium; activation, % at 7.2 µM; 340,000 compounds, 0.24% hits; AID 493008, 2010;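 active means activation above the mean over all tested compounds plus 3 SD, cut at about 30% in these data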;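 further: rise in fluorescence read as greater calcium sensitivity of cardiac thin filaments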
Active calls of the source: *; ? = inconclusive; / = not tested or not shown.

SMILES	CDK5 p35 inh	MITF TRPM1 HTS	CAL PDZ FP-1	dFosB act	Wnt bcat act	CAL PDZ FP-2	Rtt109 Vps75	Tat export inh	V-ATPase pH	cardiac RTF act
CCN(C(=O)Cn1cc(C(F)(F)F)ccc1=O)c1c(N)n(Cc2ccccc2)c(=O)[nH]c1=O	-3.9	10	2	1	1	-0.9	7	-3	-4	-4
COc1ccc(Nc2nc(N)c(C(=O)c3ccc(F)cc3)s2)cc1	5.6	5	-1	-5	-1	-1.4	7	10	0	4
CCc1cccc2c(C(=O)COC(=O)c3ccc(O)cc3)c[nH]c12	1.9	11	18	36*	3	-0.6	-3	1	2	-6
Cc1ccccc1-c1noc(-c2ccc(Cl)cc2)n1	-0.8	37	-2	-2	?	0.0	5	-6	7	-5
O=C(Nc1cccc([N+](=O)[O-])c1)c1ccc(-c2ccccc2)cc1	-2.1	42	2	6	0	-1.7	10	-9	0	0
Cc1cc2nc(C3CCN(CC4COc5ccccc5O4)CC3)[nH]c2cc1C (stereo not given)	0.8	0	-6	-7	/	-4.5	12	-2	3	-7
S=C(NCCCn1ccnc1)NC1CCCCC1	-2.4	1	-2	-1	-3	-2.6	-3	1	1	13
S=C(NCc1ccccc1)C(=S)NCc1ccccc1	-1.4	-7	1	-1	6	-0.4	-5	5	-1	9
CCOc1ccc(-n2cc(C(=O)N3CCN(C)CC3)c3cc(OC)c(OC)cc3c2=O)cc1	-0.4	6	-5	-9	/	-1.3	-7	7	-2	-2
OCCN(Cc1cccnc1)Cc1ccccn1	0.5	-15	-1	1	-2	-1.0	2	0	-6	6
CN(CC(=O)Nc1ccc([N+](=O)[O-])cc1Br)Cc1c(F)cccc1Cl	-1.0	1	-4	-7	-1	-1.8	1	5	-2	-5
O=C(CN1C(=O)c2ccc([N+](=O)[O-])cc2C1=O)Nc1cc(S(=O)(=O)N2CCOCC2)ccc1Cl	-0.3	-3	3	3	4	0.4	-2	3	6	11
Cc1cccc(NC(=S)NC2CCCCC2)n1	0.6	21	-2	-2	-3	-2.7	-4	-1	3	1
Cc1cc(C(=O)NCC(c2ccco2)N2CCCC2)c2ccccc2n1 (stereo not given)	-0.6	5	-5	-2	-1	-0.1	-3	4	-3	2
CCOC(=O)c1c(C)[nH]c(C(=O)COC(=O)c2oc3ccccc3c2C)c1C	-1.3	4	1	-13	-9	-0.3	-2	11	2	0
Cc1ccc(S(=O)(=O)C2(C(=O)NCc3ccc4c(c3)OCO4)CC2)cc1	0.0	/	1	0	0	0.1	0	0	5	0
COc1ccc2[nH]c(=O)c(-c3nnn(-c4ccc(F)cc4)n3)cc2c1	1.3	-9	0	-1	8	0.8	-12	-6	7	-4
COc1cccc2cc(C(=O)N3CCc4ccccc43)c(=O)oc12	0.8	11	2	10	/	-1.0	19	-7	4	-2
Cc1cc(C)c2[nH]c(=O)c(CN(Cc3ccccc3)C(=S)NCCCN(C)C)cc2c1	-5.5	-45	/	13	3	-1.3	-2	5	-1	2
Cc1cccc(-n2ncc3c(N(C)Cc4ccccc4)ncnc32)c1	0.5	79	/	-8	?	-1.1	0	6	4	-6
N#Cc1ccc(-c2ccc(OCC(O)Cn3nnc4ccccc43)cc2)cc1 (stereo not given)	-1.0	-2	-2	-11	-2	-4.2	-2	6	-2	-2
CCCCn1c(N)c(N(CC(C)C)C(=O)c2ccc(COc3ccccc3)o2)c(=O)[nH]c1=O	0.6	4	-2	-6	-4	-0.5	18	-2	0	0
COc1ccc2c(c1)OC[C@H]1[C@H]2N2C(=O)c3cc(OC)ccc3NC(=O)[C@@]2(C)[C@H]1c1ccccc1	-2.3	-18	-3	7	-3	-2.2	-5	-7	-2	-4
CCCCCn1c(SCC2CCCO2)nc2cc(C(=O)N3CCC(C(N)=O)CC3)ccc2c1=O (stereo not given)	-0.8	6	0	-18	-5	/	-6	-1	-2	4
Cc1cc(OCCCC(=O)Nc2cccc(-n3cnnn3)c2)ccc1Cl	-0.8	4	-1	-6	6	-1.8	18	3	0	-9

Part of the list above, with values ahead of the structure.
| CDK5 p35 inh | MITF TRPM1 HTS | CAL PDZ FP-1 | dFosB act | Wnt bcat act | CAL PDZ FP-2 | Rtt109 Vps75 | Tat export inh | V-ATPase pH | cardiac RTF act | smiles |
| --- | --- | --- | --- | --- | --- | --- | --- | --- | --- | --- |
| -2.1 | 42 | 2 | 6 | 0 | -1.7 | 10 | -9 | 0 | 0 | O=C(Nc1cccc([N+](=O)[O-])c1)c1ccc(-c2ccccc2)cc1 |
| -1.0 | 1 | -4 | -7 | -1 | -1.8 | 1 | 5 | -2 | -5 | CN(CC(=O)Nc1ccc([N+](=O)[O-])cc1Br)Cc1c(F)cccc1Cl |
| -2.3 | -18 | -3 | 7 | -3 | -2.2 | -5 | -7 | -2 | -4 | COc1ccc2c(c1)OC[C@H]1[C@H]2N2C(=O)c3cc(OC)ccc3NC(=O)[C@@]2(C)[C@H]1c1ccccc1 |
| -0.8 | 37 | -2 | -2 | ? | 0.0 | 5 | -6 | 7 | -5 | Cc1ccccc1-c1noc(-c2ccc(Cl)cc2)n1 |

(list continues)
SMILES	CDK5 p35 inh	MITF TRPM1 HTS	CAL PDZ FP-1	dFosB act	Wnt bcat act	CAL PDZ FP-2	Rtt109 Vps75	Tat export inh	V-ATPase pH	cardiac RTF act
O=C(O)c1ccc(OCc2ccc(C(=O)O)o2)cc1	0.8	-8	-4	-1	0	1.8	-10	2	2	5
COc1cc2c(cc1NC(=O)c1ccc(C(C)(C)C)cc1)CCCC2	-0.4	1	/	-10	-21	-1.0	-5	1	0	9
COc1ccc(S(=O)(=O)N2CCC(c3nc4ccccc4[nH]3)CC2)cc1	-0.6	-24	-6	-10	0	-2.6	-10	-1	6	0
Cc1cccn2cc(-c3cccc(S(=O)(=O)N4CC(C)OC(C)C4)c3)nc12 (stereo not given)	-0.5	2	7	-9	-3	-0.5	14	-1	-4	1
CC(=O)c1cccc(NC(=O)N2CCCC2C(=O)NCCc2ccccc2)c1 (stereo not given)	-0.4	5	2	-9	-5	-1.8	3	-4	1	1
COc1ccc(CN2CC(C(N)=O)Oc3ccccc32)cc1F (stereo not given)	-4.3	/	1	3	-1	-2.0	-8	33	2	-3
O=S1(=O)NC(CC2=CCCCC2)C2CCCCC2O1 (stereo not given)	-2.5	0	-23	1	-2	-0.4	10	0	-2	10
CC1C=CCC2C(=O)N(c3ccc(OC(=O)c4cccs4)cc3)C(=O)C12 (stereo not given)	-0.4	6	-3	-4	-3	-3.2	/	4	3	0
CCCOc1ccc(C(=O)CCC(=O)OCC(=O)Nc2cccc(S(N)(=O)=O)c2)cc1	0.5	0	-2	-24	3	-2.1	-3	2	-1	0
O=C(NCc1ccco1)C(=S)N1CCCCC1	-1.1	-3	-2	-5	-2	-2.2	-2	-2	2	-3
CCCCCC(=O)Nc1ccc(C(=O)COC(=O)c2ccccn2)cc1	-0.4	11	-3	-18	0	-2.1	2	-7	0	-8
Oc1c(Br)cc(Br)cc1C=Nc1ccc2c(c1)OCO2	0.2	-1	0	-1	/	-2.8	2	-3	-3	-7
COc1ccc(NC(C)=O)cc1S(=O)(=O)N1CCN(Cc2cccs2)CC1	-0.5	6	1	0	0	0.1	11	-2	4	2
COc1ccc(NC(=S)Nc2cc(C(F)(F)F)ccc2F)cc1	-0.2	7	0	0	14	-1.6	-5	3	1	-7
O=C(CSCc1ccc(F)cc1)NCc1ccc(F)cc1	-0.5	24	-3	4	0	-2.3	0	6	-1	-3
Cc1c(OCC(=O)OC(C)(C)C)ccc2c3c(c(=O)oc12)CCC3	1.9	33	-5	-9	2	-0.9	5	-5	1	-1
COc1cc(NC(=O)Cc2nn(C)c(=O)c3ccccc23)cc(OC)c1	-4.6	-13	-9	-18	-3	-0.8	-8	-7	-4	0
COc1ccc(C(=O)NC(C)c2cccnc2)cc1S(=O)(=O)N(C)Cc1ccccc1 (stereo not given)	-0.4	-2	-5	-4	-2	1.8	-2	4	-1	2
Cc1ccc(C)c(S(=O)(=O)N2CCCOC2CNC(=O)C(=O)NCc2cccnc2)c1 (stereo not given)	-0.5	-7	-1	0	1	-2.4	-5	2	0	-2
CC(C)COP(=O)(c1ccc(N(C)C)cc1)C(O)c1ccccc1F (stereo not given)	-2.0	/	-1	3	/	-0.8	3	2	5	-2
COc1cccc(OCc2cc(C(=O)N3CCC(c4ccncc4)CC3)no2)c1	-1.1	-19	1	-2	-2	-1.6	5	-5	0	-2
COc1ccc2ccc(=O)oc2c1CC(O)C(C)(C)O (stereo not given)	-0.2	0	4	-9	-1	-0.8	-5	1	3	8
CC(C)[C@H](NC(=O)N1CC(=O)Nc2ccccc21)C(=O)N[C@@H](Cc1ccccc1)C(=O)O	-0.2	4	-3	0	-1	-1.1	4	1	0	5
NC(=O)c1cc(C(=O)c2cccc(Cl)c2Cl)c[nH]1	1.1	1	6	3	-2	-1.1	8	-21	-2	2
O=C(OC(c1ccccc1)c1nccc2ccccc12)c1cccc([N+](=O)[O-])c1 (stereo not given)	1.1	25	-3	4	-2	-2.1	45	-1	3	-1
Cc1ccccc1C(=O)Nc1cccc(NC(=O)c2ccccc2[N+](=O)[O-])c1	-1.1	/	0	2	2	0.4	5	-2	0	-1
COc1ccc(NC2CCN(C3CC(=O)N(c4ccc(F)c(Cl)c4)C3=O)CC2)cc1 (stereo not given)	2.0	3	2	-11	0	-1.9	4	3	-1	4

Reformatted with values under each structure: part of the list above
Sequence of screens – CDK5 p35 inh, MITF TRPM1 HTS, CAL PDZ FP-1, dFosB act, Wnt bcat act, CAL PDZ FP-2, Rtt109 Vps75, Tat export inh, V-ATPase pH, cardiac RTF act
> O=C(CSCc1ccc(F)cc1)NCc1ccc(F)cc1
  -0.5, 24, -3, 4, 0, -2.3, 0, 6, -1, -3
> Cc1c(OCC(=O)OC(C)(C)C)ccc2c3c(c(=O)oc12)CCC3
  1.9, 33, -5, -9, 2, -0.9, 5, -5, 1, -1
> COc1cc(NC(=O)Cc2nn(C)c(=O)c3ccccc23)cc(OC)c1
  -4.6, -13, -9, -18, -3, -0.8, -8, -7, -4, 0
